# PGC1a acetyl inh – inhibitors of PGC1a acetylation signal, primary screen, cell-based, U2OS, AlphaScreen, inhibitor mode; AlphaScreen anti-acetyl-lysine; with virally co-expressed GCN5 acetyltransferase; inhibition, % at 15.6 µM; 350,000 compounds, 0.17% hits; AID 651687, 2012;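 active means every replicate shows inhibition of at least 40%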;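 further: 0% = neutral control wells and 100% = positive control wells; some results beyond the cut were filed as inactive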
# Statin myotox sup – suppressors of statin myotoxicity in C2C12 myotubes, primary screen, cell-based, single point, plate reader | C2C12 myotubes + simvastatin, ATP luminescence, 48 h; scaled: DMSO 0, geranylgeraniol control 100 | AID 602340, 2012 | 330,000 compounds, 0.78% hits | rescue of ATP level, % at 7.49 µM;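 active means mean ATP rescue above about 67%, or every replicate alone reaching that limit, limit read from the data, passing the limit was not always enough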;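 further: myotubes were challenged with 10 µM simvastatin during compound exposure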
# Cneo AK release – Cryptococcus neoformans cell lysis inducers, primary screen, AK release luminescence, single concentration; 360,000 compounds, 0.2% hits; C. neoformans lysis, adenylate kinase release luminescence, 4 h; normalised: neutral wells 0, clomiphene wells 100; AID 651654, 2012; lysis activity, % at 15 µM;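 active means mean lysis activity across replicates of at least 80%, whatever share of replicates individually reach that level; inactive means mean lysis activity below 80%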
#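 Material: C. neoformans cells | Amount: Yeast cell density of 5 × 10^6 cells/mL | Medium: Fresh YPD growth medium | Dosing: Single dose | Times: Static 4 h at 37 °C with compound, 1 h detection | Detection: AK luminescence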
# Starred values were filed as active, the others as inactive. An excerpt, so the mix of outcomes need not match the whole.
No.	smiles	Cneo AK release	PGC1a acetyl inh	Statin myotox sup
1	N#CCCN1CCN(Cc2cc(-c3ccccc3)ccc2O)CC1	1	-3	3
2	CCC(Sc1nc(=O)cc(N)n1CCc1ccccc1)C(=O)Nc1ccccc1C#N (centres undefined)	2	-6	-8
3	O=c1c2c3c(sc2ncn1/N=C/c1ccc(Br)o1)CCCC3	0	-7	-7
4	CC1CC1C(=O)OCC(=O)NC(=O)NCc1ccco1 (centres undefined)	-2	-15	-18
5	CN(C)C(=O)Cn1nc(-c2ccccc2)c2ccccc2c1=O	7	2	9
6	Cc1cc(=O)n(C)c(=O)n1CCCCCOc1cccc([N+](=O)[O-])c1	-2	9	14
7	CCOC(=O)C1C(=O)NC(N2CCCCC2)=NC1c1ccccc1 (centres undefined)	3	-3	-3
8	O=C(COc1ccc(Cl)cc1)Nc1nc(-c2cccs2)cs1	8	-31	-11
9	COc1cc2c(=O)n(-c3ccc(C)cc3)c(=O)n(CC(=O)c3ccc4c(c3)OCO4)c2cc1OC	3	5	45
10	CCCOc1ccc(C2/C(=C(/O)c3ccccc3)C(=O)C(=O)N2CCCN(C)C)cc1OC (centres undefined)	0	1	5
11	O=C(NCCOC(=O)c1cccs1)c1cccnc1	-3	15	-5
12	Cc1ccc(CCNC(=O)Cn2cccc2)cc1	-3	16	-12
13	Cc1c(Cl)cccc1NC(=O)CC(C(=O)O)C1CCCO1 (centres undefined)	-1	-7	6
14	Cc1nn(-c2ccccc2)c(Cl)c1C(=O)NCC(=O)O	4	12	0
15	O=C(Nc1cnn(C23CC4CC(CC(C4)C2)C3)c1)c1cc(-c2ccccc2)on1	-1	-4	-16
16	CCn1c(Cc2ccc(OC)cc2)nnc1SCC(=O)N1CCN(c2ccccc2)CC1	-1	-1	1
17	Cc1nnc(SCC(=O)N2CCc3ccccc32)s1	-4	9	1
18	Cc1cc2ccccn2c1C(=O)c1ccncc1	7	7	27
19	CC(=O)Oc1cccc(N2C(=O)CC(Nc3ccc(N4CCOCC4)cc3)C2=O)c1 (centres undefined)	-2	25	7
20	CCOC(=O)c1ccc(N2C(=O)CC(C(=O)OC)=C2C)cc1	-1	42	-5
21	COc1ccc(C2CC(=O)c3cnc(NC(=O)c4ccccc4)nc3C2)c(OC)c1 (centres undefined)	0	-6	7
22	CCCNc1c(F)c(F)c2c(C)c3ccccc3nc2c1F	-4	-8	9
23	COC(=O)Nc1ccc(C)c2nsnc12	1	1	4
24	COC(=O)c1ccc(C2CC(=O)NC3=C2C(=O)CCC3)cc1 (centres undefined)	0	-8	114*
25	O=C(Nc1ccccc1N1CCN(C(=O)c2ccc(Cl)cc2)CC1)c1ccc2c(c1)OCO2	0	-9	11
26	COC(=O)[C@@H](NC(=O)Nc1cccc(OC)c1)C(C)C	-2	1	-22
27	Cc1cc(NC(=O)CCC2COc3ccccc3O2)no1 (centres undefined)	-1	3	-1
28	COc1ccc(C(C)=O)cc1COC(=O)c1cccc(N(C)C)c1	0	1	-4
29	CCOC(=O)C1=C(C)N=C2SCCC(=O)N2[C@@H]1/C=C/c1ccccc1	-1	-13	16
30	CCOc1ccc(NC(=O)Nc2cc(C)ccc2OC)cc1	-2	-3	-36

# Results in Cneo AK release, for some of the entries so far:
No. | canonical_smiles | Cneo AK release
12 | Cc1ccc(CCNC(=O)Cn2cccc2)cc1 | -3
1 | N#CCCN1CCN(Cc2cc(-c3ccccc3)ccc2O)CC1 | 1

# Going on with the list:
No.	smiles	Cneo AK release	PGC1a acetyl inh	Statin myotox sup
31	COc1ccc(Br)cc1CNC(=O)C1CCN(S(=O)(=O)N2CCCCC2)CC1	1	-12	2
32	O=C(COc1ccc([N+](=O)[O-])cc1)N/N=C/c1ccccn1	3	2	15
33	CCc1nc(NCC(C)C)c(C#N)c2c1COC(C)(C)C2	5	-4	-31
34	COc1ccc(C(=O)NC2(C(F)(F)F)C(=O)N(Cc3ccco3)C3=C2C(=O)CC(C)(C)C3)cc1OC (centres undefined)	-2	-1	3
35	O=S(=O)(Nc1nc(-c2sccc2Cl)cs1)c1cc(Cl)ccc1Cl	-3	-6	-2
36	O=S(=O)(c1ccc(Cl)cc1)N1CCCC1c1nc(-c2ccc(Cl)cc2)no1 (centres undefined)	0	9	7
37	Cn1c(-c2ccc(F)cc2)cnc1NCc1ccc(F)cc1	13	10	122*
38	Cc1ccccc1Cn1cc(NC(=O)COc2ccccc2)cn1	4	7	9
39	Cc1cc(OCCSc2nnc(-c3cccs3)n2C)ccc1Cl	5	-4	-2
40	c1ccc(COc2ccc(OCCn3cncn3)cc2)cc1	1	5	-4
41	CC(=O)N(Cc1ccccc1)c1ncc2c(n1)c(=O)c(C#N)c1ccccn12	13	15	4
42	CC(=O)c1cnc(N2CCCCC2)nc1C	0	-11	0
43	CC1CCN(C(c2cccs2)c2nnnn2Cc2ccccc2)CC1 (centres undefined)	0	-16	-27
44	COc1ccc(C)cc1NC(=O)CN(c1ccccc1F)S(C)(=O)=O	2	-1	10
45	COC(=O)CNC(=O)c1cn(CC(C)C)c(=O)c2cc(OC)c(OC)cc12	1	-40	-11
46	CC1CCC(C(=O)NC(C(=O)N2CCc3ccccc3C2)C(C)C)CC1 (centres undefined)	0	-6	-6
47	COC(=O)CSC1=C(C#N)C(c2ccc(Cl)cc2)C(C(=O)OC)C(=O)N1 (centres undefined)	-2	-27	1
48	CC(CP(=O)(O)O)NC(=O)Cc1ccccc1 (centres undefined)	4	-27	-1
49	Cc1ccc(/C=N/n2nnnc2N)cc1[N+](=O)[O-]	0	0	0
50	CCOc1ccc(-c2nnc(-c3cccs3)o2)cc1OCC	1	-9	-23
51	CCCCSc1nnc(-c2ccc(NC(=O)CC)cc2)n1C	0	-10	-2
52	CC(C)C1NC(=S)N(Cc2ccccc2)C1=O (centres undefined)	15	-7	-7
53	Cc1ccc(-c2nnc(SCC(=O)NNC(=O)COc3cccc(C)c3)n2C)cc1	1	10	-10
54	NC(=O)c1sc2nc3c(c(-c4ccccc4)c2c1N)CCC3	0	14	18
55	Cn1c2c(c(=O)n(C)c1=O)C(NC(=O)C(C)(C)C)(C(F)(F)F)C(=O)N2 (centres undefined)	1	3	4
56	Cn1c(OCc2ccco2)nc2c1c(=O)n(Cc1ccc(Cl)c(Cl)c1)c(=O)n2C	-4	5	30
57	CCOCCCNC(=O)C1CCCCN1S(=O)(=O)c1ccc(F)cc1 (centres undefined)	0	-11	-1
58	CCCCC(c1nnnn1CCOC)N1CCN(Cc2ccccc2)CC1 (centres undefined)	0	15	17
59	Cc1c(NC(=O)CCC(=O)N2CCOCC2)c(=O)n(-c2ccccc2)n1C	-2	-8	9
60	CCC(=O)N(Cc1ccc(S(N)(=O)=O)cc1)C1CC(=O)N(c2ccc(OC)cc2)C1=O (centres undefined)	0	-4	-5

# Additional records:
No.	smiles	Cneo AK release	PGC1a acetyl inh	Statin myotox sup
61	CCN(CC)S(=O)(=O)c1cccc(NC(=O)CCNC(=O)NC23CC4CC(CC(C4)C2)C3)c1	0	-2	-31
62	COc1cccc2sc(N3CCN(C(=O)c4ccc([N+](=O)[O-])o4)CC3)nc12	0	-12	47
63	CCOc1ccc(-c2nnc(SCc3nc4ccccc4[nH]3)n2N)cc1	0	3	9
64	COc1ccc2sc(NC(=O)CC(C)C)nc2c1	-12	-13	-21
65	CCOc1ccc(N(CC(=O)NCc2ccc(C)cc2)S(=O)(=O)c2c(C)[nH]c(=O)[nH]c2=O)cc1	-2	2	11
66	O=S(=O)(c1ccccc1)c1cnc(-c2cccnc2)nc1-c1ccccc1	5	3	6
67	C=CCn1c(SCC(=O)O)nnc1-c1ccc(C(C)(C)C)cc1	6	0	28
68	Nc1cc(C(=O)O)ccc1Nc1ccccc1	-1	-2	1
69	CC(C)OCCCNC(=O)CN1CCN(Cc2ccccc2Cl)C1=O	2	9	10
70	c1ccc(NC(=NCc2ccco2)c2ccccc2)cc1	-4	-2	-35
71	COc1cccc(N(CC(=O)N2CCN(C)CC2)S(=O)(=O)c2ccc(C)cc2)c1	2	1	2
72	CCOC(=O)c1cnc2ccccc2c1NCCc1ccc(OC)c(OC)c1	1	-24	-1
73	CC(C)C(=O)Nc1ccccc1C(=O)N/N=C/c1ccc([N+](=O)[O-])cc1	1	-6	-1
74	COc1ccccc1N1CCN(Cc2nc(N)nc(Nc3ccc(C)c(Cl)c3)n2)CC1	11	1	-18
75	O=CNCC(=O)NCCc1ccc(Cl)cc1	-4	1	-4
76	C/C(=N/NC(N)=S)c1ccccc1[N+](=O)[O-]	7	-4	-12
77	CC(C)C(C(=O)NC1CCCCC1)N(CC1CCCO1)C(=O)CNS(=O)(=O)c1ccc(F)cc1 (centres undefined)	7	-8	-1
78	COc1ccc(CCC(=O)N2c3ccccc3CC2C)cc1 (centres undefined)	-1	12	-6
79	O=C(N/N=C/c1ccco1)c1ccccn1	0	-1	5
80	c1ccc2sc(SCc3ccc(-c4nnco4)cc3)nc2c1	-5	0	16
81	COc1ccc(CCNc2oc(-c3ccccc3OC)nc2C#N)cc1OC	-1	6	8
82	Cn1nnnc1SCc1nnc(-c2ccc(Cl)cc2)o1	0	4	12
83	CN(Cc1ccccc1)c1nc2c(c(=O)n(C)c(=O)n2C)n1CCCc1ccccc1	-2	6	7
84	CCC(=O)N1CCN(c2ccc(OC)cc2[N+](=O)[O-])CC1	-1	4	-4
85	O=C(c1cccnc1NCc1ccc(F)cc1)N1CCOCC1	0	0	-1
86	O=C(Cn1nnc2ccccc2c1=O)NCc1ccco1	1	9	-9
87	COc1ccc2c(c1)CCc1c(C(=O)N3CCCCCC3)noc1-2	-4	-3	-36
88	CS(=O)(=O)Nc1ccc2c(c1)nc1n2CCOC1	2	0	15
89	COc1ccc(-c2noc(-c3ccccc3C(=O)Nc3cccnc3)n2)cc1	-1	35	103*
90	COc1ccc(N=C2C(=Nc3ccc(OC)cc3)N(c3ccccc3)C(=S)N2C(=O)c2ccc(Cl)cc2)cc1	-5	7	-20

# Entries of single compounds as entered above. Order of values: Cneo AK release	PGC1a acetyl inh	Statin myotox sup
# Profile of O=C(N/N=C/c1ccco1)c1ccccn1 → 0	-1	5
# Profile of Cn1nnnc1SCc1nnc(-c2ccc(Cl)cc2)o1 → 0	4	12
# Profile of O=C(Cn1nnc2ccccc2c1=O)NCc1ccco1 → 1	9	-9
# Profile of COc1ccc(CCC(=O)N2c3ccccc3CC2C)cc1 (centres undefined) → -1	12	-6
# Profile of COc1ccc(N=C2C(=Nc3ccc(OC)cc3)N(c3ccccc3)C(=S)N2C(=O)c2ccc(Cl)cc2)cc1 → -5	7	-20

# New compounds follow:
No.	smiles	Cneo AK release	PGC1a acetyl inh	Statin myotox sup
91	Cc1ccccc1C(=O)NN(C)c1nc2ccccc2nc1C(F)(F)F	0	-2	0
92	COC(=O)CC1SC(=O)NC1=O (centres undefined)	-1	-3	4
93	CC1CCc2nc(NC(=O)CSc3nc4ccccc4o3)sc2C1 (centres undefined)	-7	-17	-21
94	Cn1c(CN2CCN(CC#N)CC2)c(C#N)c2ccccc21	-1	1	-2
95	Cc1ccc(-c2noc(C3CCCN(C(=O)C4CCCCC4)C3)n2)o1 (centres undefined)	0	-8	3
96	CCOC(=O)CCP(=O)(O)C(C)(O)c1ccccc1 (centres undefined)	5	9	-17
97	O=C1Cc2ccccc2Sc2ccccc21	4	1	-1
98	Clc1ccc(NC2=NCCC2)cc1Cl	3	1	-13
99	CCOC(=O)c1cnc(SC)nc1Oc1cccc(NS(=O)(=O)c2ccc(F)cc2)c1	14	8	1
100	CCOC(=O)N1CCC(Nc2cccc(SC)c2)CC1	0	-18	16
101	CCOC(=O)c1oc2cccc(O)c2c1C	-4	2	-16
102	COc1ccc(-c2cc(C(F)(F)F)nc(N3CCN(c4ccc(F)cc4)CC3)n2)cc1OC	0	-2	-54
103	CCOC(=O)C1=C(N)OC2=C(C(=O)CC(C)(C)C2)C1c1ccco1 (centres undefined)	0	5	3
104	O=C(O)c1ccccc1C(=O)Nc1ccccc1	1	-3	1
105	NC(=O)NC(=O)CSc1nnc(-c2ccco2)n1Cc1ccccc1	-2	9	-5
106	CCOC(=O)c1[nH]c2ccccc2c1N=CN(CC)CC	-1	-5	-4
107	CC1CCN(c2ccc(C(=O)NCc3cccs3)cn2)CC1	-3	-12	-9
108	O=C(CCCCC(=O)NCc1cccs1)NCc1cccs1	2	4	2
109	CCOCC(=O)Nc1cc(C(=O)OC)ccc1C(=O)OC	1	-4	1
110	COc1ccc(OC)c(-c2cc(C3CCN(c4ncccc4[N+](=O)[O-])CC3)[nH]n2)c1	-2	-25	-15
111	CN(Cc1ccccc1)C(=O)CCNS(=O)(=O)c1ccc2c(c1)oc(=O)n2C	1	-6	3
112	COc1ccc(-c2csc(C)n2)cc1OC	0	1	9
113	CCOc1cccc2cc(-c3csc(NC(=O)CCC(=O)N4CCC(C)CC4)n3)c(=O)oc12	4	-10	-25
114	CCOC(=O)N1CCN(CC(=O)n2c(C)c(C)c3ccccc32)CC1	-5	4	4
115	O=C(CSc1nnc(-c2ccccn2)n1Cc1ccccc1)N1CCCC1	-2	48	-27
116	O=C(CSc1ccc(Cl)cc1)N1CCOCC1	0	-7	4
117	CC1CC(c2ccccc2)n2nc(NC(=O)CCc3ccccc3)nc2N1 (centres undefined)	1	-11	-3
